# Source: PubChem
# Autophagy mod = modulators of autophagy. MEF GFP-LC3 puncta imaging; test concentration mostly 10 µM. AID 463193. calls only at 10 µM (by protocol). 190,000 compounds, 0.98% hits;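 active means percentage of spot-positive cells more than 3 SD above its plate mean, without a fluorescence outlier flag or 80% toxicity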;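 further: spot-positive cell cutoff set from DMSO-treated cells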
# Myeloid diff 2 = promotes myeloid progenitor differentiation | ER-HoxA9 myeloid progenitors, lysozyme-GFP differentiation, flow cytometry | calls only at 10 µM | 360,000 compounds, 1% hits | AID 624256;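 active means normalized GFP-positive differentiation at or above the plate's own cutoff, the solvent-only control mean plus 3 SD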;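 further: cells exposed to compound for four days before flow analysis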
# West Nile virus CPE = West Nile virus antiviral activity, cell-based, CPE readout (AID 1621). one-dose CPE inhibition, % at 10 µM; IC50 in µM for titrated hits. West Nile virus-infected cells, CPE inhibition; higher % means a stronger effect. 290,000 compounds, 0.02% hits; in the data active means a potency from the dose series; further: strong numbers were not always called active
# T cell modulator = T cell immune modulation candidate; 2C CD8+ T cell-vesicle binding, flow cytometry; stronger effect = lower value; calls only at 7 µM; 330,000 compounds, 0.068% hits; AID 2052;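 active means response, share of CD8 T cells binding vesicles, and their 90th percentile fluorescence all below set limits, cut at about 80% in these data, passing the limit was not always enough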
#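 System: murine 2C transgenic CD8+ T lymphocytes; also added: QL9-loaded Drosophila micro-vesicles; times: binding 1.5 h at 37 °C; measured by: flow cytometry, PE anti-B7-1 (FL2) versus Alexa647 anti-CD8 (FL8), PFA-fixed; control set: Peptide-free naked vesicles (low) and QL9 vesicles with 0.7% DMSO vehicle (high)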
# MT stabilize HCS = microtubule stabilization, imaging screen; % tubulin-high responders, % at 10 µM; HeLa tubulin immunostaining HCS, 24 h; share of cells brighter than vehicle mean+2SD; 200,000 compounds, 0.83% hits;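 active means plate Z-score above 3 for both tubulin-high and condensed-nucleus cell shares, with cell loss under 80%, at 10 µM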;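 further: anti alpha tubulin signal scored within the nucleus-defined area of each cell; some results filed as inactive read as strong as hits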
# Hep lipid drop = hepatic lipid droplet formation modulation; AML12 mouse hepatocytes, oleate lipid droplets, BODIPY imaging; inhibition, % at 6.5 µM; 240,000 compounds, 0.4% hits;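 active means lipid droplet intensity inhibited by at least 50%, with more than 500 cells counted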
#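 Material – AML12 mouse liver cells · Also added – oleate loading, 100 µM · Compound dosing – 6.5 µM single-point dosing · Times – overnight treatment with compound plus oleate · Measured by – fluorescence imaging, 20x objective, two fields per well · Read-out – percent inhibition of filter-corrected integrated lipid droplet intensity per well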
# bCat nuc transl = beta-catenin nuclear translocation modulation | 190,000 compounds, 0.3% hits | nuclear translocation activity, % at 5 µM | HeLa beta-catenin nuclear translocation, immunofluorescence imaging;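 active means nuclear translocation activity above 50% at 5 µM, with a well cell count of 50 or more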;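 further: per-cell ratio of nuclear to cytoplasmic median beta-catenin stain intensity; plate controls were DMSO negative control for no effect and GSK-3 inhibitor IX positive control for full effect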
#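 Technique: fluorescence imaging of beta-catenin antibody stain plus DAPI / Material: human HeLa cell line / Incubation: compound treatment 24 h, 37°C, 5% CO2 / Read-out basis: % activation of per-cell nuclear versus cytoplasmic median beta-catenin signal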
# WT yeast gro inh = growth inhibition of WT yeast, mitochondrial fusion screen. mitochondrial fusion phenotypic screen, WT strain. inhibition, % at 10 µM. 190,000 compounds, 2.1% hits. AID 1362; in the data active means inhibition above about 58%; tested in S. cerevisiae
# Insulin prom up = MIN6 insulin promoter up-regulation; MIN6 insulin promoter-GFP reporter, high-content imaging; stronger effect = higher value; z-score at 5 µM; 190,000 compounds, 0.3% hits; AID 1625;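 active means z-score above 3 at 5 µM with at least 500 cells counted in the well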
# WT yeast gro inh mutant strain = second read-out of WT yeast gro inh, no call of its own (marks repeat the call); inhibition, %; mitochondrial fusion phenotypic screen, mutant strain inhibition
# Insulin prom up cell count = also measured in Insulin prom up; calls as there; cell count; measured here: cytotoxicity, nuclei count;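 total cells summed across four imaged fields per well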
# Hep lipid drop cells 6.5 µM = also measured in Hep lipid drop; calls as there; cell count; measured here: cell count, cytotoxicity flag;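 cells counted across two imaged fields per well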
# bCat nuc transl cell count 5 µM = also measured in bCat nuc transl; calls as there; cell count; measured here: cell count, cytotoxicity flag
# T cell modulator vesicle-bound % = second read-out of T cell modulator, no call of its own (marks repeat the call); double positive events, %; measured here: CD8+ vesicle-bound cell fraction;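 binding gate set so that unloaded-vesicle control wells show 10% double positive cells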
# MT stabilize HCS Hoechst-high % = also measured in MT stabilize HCS; calls as there; % Hoechst-high responders; measured here: nuclear condensation Hoechst responders;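 share of cells brighter than vehicle mean plus two SD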
# MT stabilize HCS cytotoxicity % = further read-out of MT stabilize HCS, marked with its call; toxicity, %; measured here: cytotoxicity by cell density;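 0% = mean cell density of plate MIN control wells and 100% = no cells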
# Autophagy mod cell loss 18 h = also measured in Autophagy mod; calls as there; toxicity, %; measured here: cell loss, nuclei count;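 cell loss after 18 h compound exposure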
# Myeloid diff 2 GFP+ MAC1+ % = further read-out of Myeloid diff 2, marked with its call; GFP+ MAC1+ double positive, %; measured here: differentiation confirmed by MAC1 staining
# Active calls of the source: *; i = inactive; . = not tested or not shown; + = active, no number.
SMILES,Autophagy mod,Autophagy mod cell loss 18 h,Myeloid diff 2,Myeloid diff 2 GFP+ MAC1+ %,West Nile virus CPE,T cell modulator,T cell modulator vesicle-bound %,MT stabilize HCS,MT stabilize HCS Hoechst-high %,MT stabilize HCS cytotoxicity %,Hep lipid drop,Hep lipid drop cells 6.5 µM,bCat nuc transl,bCat nuc transl cell count 5 µM,WT yeast gro inh,WT yeast gro inh mutant strain,Insulin prom up,Insulin prom up cell count
CCN(CC)S(=O)(=O)c1ccc(N2CCc3ccccc3C2)nc1,.,.,i,0.7,-0.6%,i,24,.,.,.,9,847,.,.,.,.,.,.
COc1ccc(OCC(=O)Nc2ccc3c(c2)OCO3)cc1,.,.,i,0.1,-0.3%,i,20,.,.,.,-12,819,.,.,.,.,.,.
C=CCN1C(=O)S/C(=C\c2ccc3c(c2)n(C)c(=O)n3C)C1=O,i,-15,i,0.6,0.3%,i,46,1.7,2.6,11,-1,580,-0.7,819,-18,-15,-0.14,1352
O=C(COc1ccc(Cl)cc1)NCc1nnc(SCC(=O)NCc2ccc3c(c2)OCO3)o1,i,9,i,1.2,-1.1%,i,41,4.0,2.2,10,.,.,-0.4,1007,-2,-12,-0.88,1291
CSc1ccc(C(=O)C2CCCN(C(=O)c3cccc(N4CCOCC4)c3)C2)cc1 (stereo unspecified),i,-1,i,0.7,-0.9%,i,34,1.2,1.7,3.2,-1,604,0.0,946,-4,2,0.29,1711
Fc1ccc(NC(=S)NC2CC3CCCC(C2)N3Cc2cccs2)cc1 (stereo unspecified),i,0,i,0.3,-1.3%,i,57,2.6,1.5,5.7,-2,683,-0.4,1560,1,-8,.,.
COc1ccc(CN2CCC(=O)N([C@H](CO)CC(C)C)CC2)cc1,.,.,i,2.3,-0.8%,i,31,.,.,.,-2,831,.,.,.,.,.,.
CC(C)CCOc1ccc(/C=N/N2C(=O)CSC2=S)cc1,.,.,i,1.5,0.5%,i,28,.,.,.,16,803,.,.,.,.,.,.
Cc1c(C(=O)OCC(=O)Nc2ccccc2OC(F)F)cccc1[N+](=O)[O-],i,-10,i,0.1,-0.2%,i,21,1.7,4.2,7.9,4,564,-2.9,958,3,-1,.,.
COc1ccc(C(=O)N(c2ccc(C)cc2)C2C=CS(=O)(=O)C2)cc1OC (stereo unspecified),i,3,i,0.1,0.1%,i,47,2.5,1.9,0.0,-34,705,.,.,7,-5,0.06,1208
CC(C)C(C)(C#N)NC(=O)CSc1ncnc2sc(-c3ccccc3)cc12 (stereo unspecified),i,2,i,0.2,-0.5%,i,41,1.8,1.6,4.8,-6,755,-0.3,1100,9,10,-0.59,1343
COc1ccccc1OCCn1cc(C(=O)C(C)C)c2ccccc21,.,.,i,0.4,-0.8%,i,42,.,.,.,-27,817,.,.,.,.,.,.
O=C(N/N=C/c1ccc(Cl)cc1Cl)C1CCN(c2ncc(C(F)(F)F)cc2Cl)CC1,i,-2,.,.,-0.6%,.,.,2.3,3.0,5.1,.,.,.,.,40,14,.,.
O=C(O)CC(NC(=O)C(c1ccccc1)c1ccccc1)c1ccc(F)cc1 (stereo unspecified),i,7,i,0.2,0.2%,i,26,5.9,2.4,6.7,18,723,-0.3,1119,-7,8,0.39,1351
COc1cccc(C2C(C#N)=C(N)Oc3cc(C)[nH]c(=O)c32)c1OC (stereo unspecified),i,4,i,0.8,.,i,53,4.8,2.7,4.8,.,.,6.9,1402,-11,-10,-0.04,1290
CCCn1c(=S)[nH]c2cc(C(=O)N3CCc4ccccc43)ccc2c1=O,i,8,i,0.8,-0.9%,i,50,2.6,1.8,11,.,.,-3.8,965,62,83,-0.87,1099
CC1=C(C(=O)Nc2ccccc2)C(c2ccc3c(c2)OCO3)C2=C(CCCC2=O)N1 (stereo unspecified),i,-2,i,0.7,-0.7%,i,65,2.6,1.8,7.0,-15,703,.,.,1,7,0.88,1159
Cc1noc(/C=C/c2ccco2)c1S(=O)(=O)N1CCC(C(=O)N2CCc3ccccc32)CC1,i,-3,i,5.2,1.2%,i,23,2.4,2.7,9.4,.,.,.,.,8,1,-0.96,909
CCOC(=O)c1sc(NC(=O)c2sc(C)nc2C)nc1C,.,.,i,0.5,-0.9%,i,10,.,.,.,-1,793,.,.,.,.,.,.
COc1ccc(NC(=O)NC2CCCCC2C)cc1 (stereo unspecified),i,13,i,0.5,0.0%,i,58,3.8,1.7,6.0,-5,657,-0.6,1042,-1,11,-0.17,1683
CCOc1ccccc1N1CCN(Cc2c(C)n(C)n(-c3ccccc3)c2=O)CC1,i,3,i,0.6,0.5%,i,33,4.8,1.7,8.7,14,700,-0.5,1033,-19,6,-0.5,1274
COC(=O)C1CCN(C(=O)COc2cc3sc(C)nc3c3sccc23)CC1,i,-47,i,0.5,0.4%,i,20,6.0,1.6,2.5,-9,766,-4.2,1187,10,17,.,.
COc1ccc(OCC(=O)NCCC2=CCCCC2)c([N+](=O)[O-])c1,i,-7,i,0.1,-0.4%,i,61,4.6,2.7,10,14,612,-1.4,1102,16,20,-1.1,1286
COc1cccc(NC(=O)CN2CCN(c3ccccc3F)CC2)c1,i,4,i,0.9,-0.3%,i,29,2.2,1.5,0.1,2,690,.,.,17,25,-1.5,1281
O=C(NCc1cn(-c2ccccc2)nc1-c1ccc(F)cc1)c1cccc([N+](=O)[O-])c1,i,-8,i,0.8,-1.2%,i,57,2.2,3.2,12,-91,435,3.1,1060,-18,-20,-3.2,602
CCOc1ccccc1N(C)C(=O)c1nn(-c2ccc(OC)cc2OC)c(=O)c2ccccc12,i,6,i,0.6,-1.4%,i,22,1.6,1.4,0.0,-7,747,8.0,438,-2,-5,.,.
O=C(NC1CCCC1)c1ccc(CS(=O)(=O)Cc2ccccc2Cl)o1,.,.,i,0.0,-0.2%,i,13,.,.,.,-2,704,.,.,.,.,.,.
NS(=O)(=O)c1ccc(N/N=C/c2cn(-c3ccccc3)nc2-c2ccccc2)c([N+](=O)[O-])c1,i,18,i,0.8,1.6%,i,32,6.1,1.3,6.2,.,.,-0.3,1498,41,31,-6.5,886
CCOC(=O)c1[nH]c(C)c(/C(O)=C2\C(=O)C(=O)N(CCCN(C)C)C2c2cccnc2)c1C (stereo unspecified),i,23,i,1.1,-0.3%,i,31,3.6,4.2,17,.,.,-3.9,1039,13,0,1.1,1150
CCCCC1CC(/C(C)=N/NC(N)=O)OC1=O (stereo unspecified),i,-6,i,0.6,0.3%,i,52,4.0,2.0,0.0,.,.,1.4,1404,-3,2,0.93,1614
COc1ccc(Cl)cc1NC(=O)CCN1CCN(Cc2ccccc2)CC1,.,.,i,0.2,-1.0%,i,62,.,.,.,-14,784,.,.,.,.,.,.
COCc1cc(=O)n2[nH]c(C)c(-c3ccccc3)c2n1,.,.,i,0.4,0.0%,i,44,.,.,.,11,872,.,.,.,.,.,.
O=C(CCC(=O)NC1CCN(Cc2ccccc2)CC1)NCc1ccco1,i,-9,i,0.8,0.6%,i,20,6.9,1.7,8.6,.,.,0.6,1148,-11,7,-0.33,1302
COc1ccc(CN(CC(=O)NCC2CCCO2)C(=O)CCC(=O)Nc2cc(C)ccn2)cc1 (stereo unspecified),i,1,i,0.6,-0.2%,.,.,2.0,1.1,7.7,.,.,-7.0,1050,-12,5,-0.28,1232
C/C(=N\NC(=O)c1ccc(Br)o1)c1cc2c(cc1NC(=O)CCC(=O)O)OCO2,.,.,i,0.5,0.4%,+,5.1*,.,.,.,8,734,.,.,.,.,.,.
Cc1ccc(OCc2ccc(C(=O)NCC3CCCO3)cc2)cc1 (stereo unspecified),i,-5,i,0.5,-1.2%,i,57,7.5,1.9,3.7,-4,671,-7.0,1122,-11,-5,0.29,1545
CC(C)C(NS(=O)(=O)c1ccc2c3c(cccc13)C(=O)N2)C(=O)O (stereo unspecified),.,.,i,0.9,0.2%,i,34,5.6,2.9,7.7,.,.,.,.,20,14,-0.7,979
CN(C)C1(CNCC(O)c2ccccc2)CCCCC1 (stereo unspecified),.,.,i,1.0,0.1%,i,42,.,.,.,1,839,.,.,.,.,.,.
N#Cc1ccc(C(=O)N2CCN(c3ncccn3)CC2)cc1,.,.,i,0.3,0.2%,i,52,.,.,.,3,830,.,.,.,.,.,.
COc1cccc2cc(-c3cn4ccc(C)cc4n3)c(=O)oc12,i,1,i,8.1,-0.1%,i,46,2.4,2.5,5.6,.,.,.,.,.,.,.,.
C[C@@H](C(=O)NCCc1ccccc1)N1C(=O)N2CCc3c([nH]c4ccccc34)[C@@]2(C)C1=O,.,.,i,3.5,-1.1%,i,23,.,.,.,-2,832,.,.,.,.,.,.
O=C(Nc1cccc(Cl)c1)N1CCCC1,i,-2,i,1.0,-0.1%,i,14,2.2,1.1,7.3,-4,753,0.9,1200,0,4,-0.53,1211
